High-throughput results (PubChem)
hERG protect – hERG rescue from dofetilide block, primary screen, cell-based, CHO-hERG, FluxOR thallium flux, dofetilide IC70; Voltage-gated inwardly rectifying potassium channel KCNH2 (Homo sapiens), Q12809; dofetilide IC70 present; activation (rescue from dofetilide block), less the hit threshold, % at 10 µM; 0.51% of 310,000 active; AID 1511, 2009;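 active = activation above the mean of controls blocked by dofetilide plus 5 SD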;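 note: thallium influx through hERG after potassium depolarization seen as dye fluorescence rise; in these data hits start at about 4.7%; inactives centre near -7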
ANO1 block – TMEM16A chloride channel inhibitors, primary screen, cell-based, HTS; HEK293 TMEM16A/YFP iodide influx fluorescence, ionomycin; 1.2% of 310,000 active; normalized B-score (activity score, 25-100; higher = stronger inhibition) at 10 µM;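 active = ratio plate-corrected score three or more library SD toward inhibition, starting fluorescence score within five deviations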;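 note: score derived from kinetic fluorescence span divided by baseline fluorescence per well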
Target sequence (Q8BHY3 whole entry, looked up): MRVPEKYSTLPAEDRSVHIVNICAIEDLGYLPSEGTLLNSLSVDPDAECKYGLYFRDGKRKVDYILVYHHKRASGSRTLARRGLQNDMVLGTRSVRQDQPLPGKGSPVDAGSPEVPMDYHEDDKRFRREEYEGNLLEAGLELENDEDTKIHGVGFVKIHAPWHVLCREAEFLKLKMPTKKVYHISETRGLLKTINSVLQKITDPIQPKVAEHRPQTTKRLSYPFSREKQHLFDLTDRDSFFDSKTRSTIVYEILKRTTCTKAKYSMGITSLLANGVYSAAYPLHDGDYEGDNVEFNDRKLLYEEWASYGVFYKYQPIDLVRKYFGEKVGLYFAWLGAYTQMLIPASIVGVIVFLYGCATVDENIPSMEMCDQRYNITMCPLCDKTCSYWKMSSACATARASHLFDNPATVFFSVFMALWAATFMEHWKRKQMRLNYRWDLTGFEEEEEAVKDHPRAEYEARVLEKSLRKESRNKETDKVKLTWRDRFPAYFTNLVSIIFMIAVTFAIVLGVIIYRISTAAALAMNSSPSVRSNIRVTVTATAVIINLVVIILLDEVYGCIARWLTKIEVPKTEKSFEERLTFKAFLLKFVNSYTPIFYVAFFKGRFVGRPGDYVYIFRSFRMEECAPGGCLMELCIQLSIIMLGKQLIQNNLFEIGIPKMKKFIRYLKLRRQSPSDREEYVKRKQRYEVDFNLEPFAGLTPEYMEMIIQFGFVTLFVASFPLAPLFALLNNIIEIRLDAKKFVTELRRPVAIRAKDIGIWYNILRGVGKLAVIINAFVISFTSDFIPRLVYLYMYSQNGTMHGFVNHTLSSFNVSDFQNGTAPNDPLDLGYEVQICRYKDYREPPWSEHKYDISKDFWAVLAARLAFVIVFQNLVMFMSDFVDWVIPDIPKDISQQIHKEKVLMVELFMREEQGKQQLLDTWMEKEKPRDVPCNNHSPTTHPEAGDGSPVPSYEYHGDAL
ANO1 activ – TMEM16A chloride channel activators or potentiators, primary screen, cell-based, HTS; B-score at 10 µM; AID 623877, 2012; Anoctamin-1 (Mus musculus), Q8BHY3; 0.3% of 340,000 active; HEK293 TMEM16A/YFP-H148Q/I152L, iodide quench fluorescence; hits give low values;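 active = fluorescence-ratio B-score plate-corrected deviation score at least 3 library SD below zero, with starting fluorescence score within 5 deviations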;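 note: channel opened by trigger with iodide after compound preincubation; score built on the fluorescence ratio of max minus min over baseline; more negative score means more quench and so TMEM16A activation or potentiation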
KCNQ1 act – potentiators or activators of KCNQ1 channel, primary screen, cell-based, thallium flux, high-throughput | 0.35% of 310,000 active | Potassium voltage-gated channel subfamily KQT member 1 (Homo sapiens), P51787 | AID 2648, 2010 | CHO-K1 KCNQ1, thallium flux FluxOR fluorescence; hits give high values | B-score at 10 µM;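 active = fluorescence ratio B-score, a plate-corrected score, at least three library SD, with initial intensity B-score within 5 SD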
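assay system = KCNQ1-transfected CHO-K1 cells | medium = assay buffer with matched DMSO | probe or stimulus = depolarizing K+/Tl+ stimulus, K2SO4 and Tl2SO4 each 12.5 mM in 5x stock | dosing = single dose | incubation = dye 90 min, compound 20 min, room temperature | detection = kinetic FluxOR fluorescence, 10 s baseline plus 110 s post-stimulus | evaluation = ratio B score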
MrgX1 allo act – positive allosteric modulators of MrgX1, primary screen, HEK293 cells, Fluo-4 calcium flux. B-score at 10 µM. 0.63% of 310,000 active. FDSS; hits give high values. Mas-related G-protein coupled receptor member X1 (Homo sapiens), Q96LB2;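 active = plate-corrected calcium response at least 3 library SD above typical, normal starting fluorescence, not activating the receptor alone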;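 note: compound read alongside a low EC10 to EC30 dose of BAM8-22 agonist; peak minus trough fluorescence over baseline measured at the second addition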
KCNK9 inh – KCNK9 potassium channel inhibitors, primary screen, HEK293 cells, thallium flux; 1.2% of 310,000 active; B-score at 10 µM; FluxOR thallium flux fluorescence; hits give low values;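 active = ratio B-score over 3 SD below the library mean, with starting fluorescence within 5 SD of its mean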;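 note: negative B-score means less thallium flux so channel inhibition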
RGS4 act – RGS4 potentiators or activators, primary screen, cell-based, HEK293 M3R inducible RGS4, calcium flux | 0.92% of 310,000 active | carbachol calcium flux Fluo4; hits give low values | B-score at 10 µM;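 active = B-score of the integrated calcium signal more than 4 SD below the library mean, with starting fluorescence not abnormally high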;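 note: negative B-score means reduced calcium response which marks RGS4 activation or potentiation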
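System – HEK293 FlpIn-TREx cells, stable M3R, doxycycline-inducible RGS4 · Reagent – ECmax carbachol challenge · Times – compound preincubation 20 min at room temperature before agonist · Technique – Fluo4 fluorescence kinetic imaging of calcium · Measure – B score of integrated Fluo4 ratio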
RGS4 inh – RGS4 inhibitors, primary screen, cell-based, HEK293 M3R inducible RGS4, calcium flux. Regulator of G-protein signaling 4 (Homo sapiens), P49798. 0.45% of 310,000 active. B-score at 10 µM. AID 463165, 2010. Fluo-4 calcium flux; hits give high values; triggered by carbachol at its EC20;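 active = B-score, a plate-corrected calcium signal, over three deviations above library mean, with baseline fluorescence within five deviations of library mean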;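 note: RGS4 expression induced by doxycycline in cells with stable M3 receptor; B-score is computed from the integrated fluorescence ratio over baseline after carbachol; higher B-score means a larger calcium signal and so more RGS4 inhibition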
MrgX1 ag – agonists of human MrgX1 receptor, primary screen, HEK293 cells, Fluo-4 calcium flux; Fluo-4 calcium fluorescence, agonist mode; hits give high values; B-score at 10 µM; 0.44% of 310,000 active; AID 588627, 2011;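 active = calcium response B-score plate-corrected fluorescence ratio at least 3 library SD, with starting fluorescence B-score inside 5 SD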
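Material: HEK293 cells stably expressing human MrgX1 receptor | Quantity: 15,000 cells per well | Times: Cells plated overnight, dye loaded 0.5 h 37 °C, 0.5 h room temperature | Measured by: Kinetic Fluo-4 NW fluorescence of intracellular calcium | Control set: Positive and negative controls per plate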
KCNQ1 block – inhibitors of human KCNQ1 channel, primary screen, cell-based, thallium flux, high-throughput; AID 2642, 2010; 1.3% of 310,000 active; CHO-K1 KCNQ1, FluxOR thallium flux fluorescence; hits give high values; Potassium voltage-gated channel subfamily KQT member 1 (Homo sapiens), P51787; B-score at 10 µM;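 active = compounds whose thallium flux B-score, printed positive for inhibition, exceeds three library SD while starting fluorescence stays within three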;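 note: channel opened by potassium depolarization with thallium stimulus after 20 min compound exposure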
KCNK3 block – human KCNK3 channel inhibitors, primary screen, CHO cells, FluxOR thallium flux, B-score | Potassium channel subfamily K member 3 (Homo sapiens), O14649 | FluxOR fluorescence; hits give low values | B-score at 10 µM | 0.84% of 340,000 active | AID 602410, 2012;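 active = B-score under library mean minus 4 SD, starting fluorescence ratio at most library mean plus 5 SD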;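 note: more negative B-score means stronger inhibition of thallium flux through KCNK3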
Numbers without * were called inactive; i = inactive; . = not tested or not shown. An unsorted share of the library (roughly 6.3% active in at least one column).

Compound | hERG protect | ANO1 block | ANO1 activ | KCNQ1 act | MrgX1 allo act | KCNK9 inh | RGS4 act | RGS4 inh | MrgX1 ag | KCNQ1 block | KCNK3 block
O=C(Cn1c(NCCO)nc2ccccc21)NCCc1ccc(F)cc1 | -8.2 | i | i | i | i | i | i | i | i | i | i
C=C1CCC[C@]2(C)C[C@H]3OC(=O)C(CNCC(C)C)[C@H]3CC12 (stereo partly drawn) | -6.9 | i | i | i | i | i | i | i | i | i | i
Cc1ccc(S(=O)(=O)NC(=O)NCc2ccccn2)cc1 | -7.4 | i | i | i | i | i | i | i | i | i | i
O=C(N/N=C/c1cn[nH]c1-c1ccc(Cl)cc1)c1ccc([N+](=O)[O-])cc1 | -8.3 | i | i | i | i | i | i | i | i | i | i
O=C(CSc1nnc(CNC(=O)c2cccc(C(F)(F)F)c2)o1)NCC1CCCO1 (stereo not drawn) | -1.2 | i | i | i | i | i | i | i | i | i | i
FC(F)(F)c1cccnc1Oc1ccc(C2=NCCS2)cc1 | -2.0 | i | i | i | i | i | i | i | i | i | i
COc1ccccc1NC(=O)c1ccc(C)c(S(=O)(=O)N2CCCCC2)c1 | -9.9 | i | i | i | i | i | i | i | i | i | i
Cc1nn(-c2ccccc2)c2nc3c(cc12)C(=O)CCC3 | -3.0 | i | i | i | i | i | i | i | i | i | i
CC(C)N(C(=S)Nc1cccc(S(=O)(=O)N(C)C)c1)c1ccccc1 | -6.6 | i | i | i | i | i | i | i | i | i | i
CC(C(=O)O)n1ncc2ccccc2c1=O (stereo not drawn) | -6.6 | i | i | i | i | i | i | i | i | i | i
COc1ccc(OCc2nnnn2-c2ccccc2)cc1 | -6.5 | i | i | i | i | i | i | i | i | i | i
COc1ccc(-c2cc(C(=O)NC3CCCC3)c3ccccc3n2)cc1 | -19.2 | i | i | i | i | i | i | i | i | i | i
CCn1ncc([C@@H]2C[C@H]3CN(Cc4cccc(Cl)c4)C(=O)[C@]34CCCN24)c1C | -11.6 | i | i | i | i | i | i | i | i | i | i
Cc1ccc(NC(=O)C2CC(=O)Nc3nc4ccccc4n32)c(C)c1 (stereo not drawn) | -8.8 | i | i | i | i | i | i | i | i | i | i
Cc1ccccc1NC(=O)C(=O)NCCc1c[nH]c2ccccc12 | -12.2 | i | i | i | i | i | i | i | i | i | i
CCOC(=O)c1c(C)oc2c1c(CN1CCN(C(=O)OCC)CC1)c(O)c1ccccc12 | -11.5 | i | i | i | i | i | i | i | i | i | i
C/C(=N/NC(=O)CNC(=O)Cc1ccc(Cl)cc1)c1ccco1 | -6.6 | i | i | i | i | i | i | i | i | i | i
COC(=O)C1=C(C)N(C2CCCC2)C(=O)C1(NC(C)=O)C(F)(F)F (stereo not drawn) | -6.2 | i | i | i | i | i | i | i | i | i | i
Cc1ccc(S(=O)(=O)N2CCN(Cc3nc4sc(C)c(C)c4c(=O)[nH]3)CC2)cc1 | -7.1 | i | i | i | i | i | i | i | i | i | i
O=C1CCCC2=C1C(c1ccccc1O)C1=C(CCCC1=O)O2 | -1.2 | i | i | i | i | i | i | i | i | i | i
COc1ccc(CN2C(=O)c3ccccc3C2C(=O)NCCc2ccccc2)c(OC)c1 (stereo not drawn) | -7.2 | i | i | i | i | i | i | i | i | i | i
Cc1ccc(NC(=O)C(OC(=O)c2cc(C)oc2C)c2ccccc2)cc1 (stereo not drawn) | -4.8 | i | i | i | i | i | i | i | i | i | i
Cc1ccc(S(=O)(=O)N2CCOCC2)s1 | -6.9 | i | i | i | i | i | i | i | i | i | i
CCS(=O)(=O)C1=NN2C(=N)/C(=C\c3ccc(OC(=O)c4ccco4)cc3)C(=O)N=C2S1 | -17.3 | i | i | i | 8.56* | i | i | i | i | i | i
CCN(CC)S(=O)(=O)c1cccc(NC(=O)COC(=O)c2cc(C)oc2C)c1 | -4.4 | i | i | i | i | i | i | i | i | i | i
O=C(Cn1c(NCCO)nc2ccccc21)c1ccco1 | -8.3 | i | i | i | i | i | i | i | i | i | i
Cc1ccccc1NC(=O)N1CCC(C(=O)c2ccc(F)cc2)CC1 | -7.2 | i | i | i | i | i | i | i | i | i | i
Fc1ccc(-c2n[nH]c(=S)n2Cc2ccccc2)cc1 | -1.9 | i | i | i | i | i | i | i | i | i | i
Cc1ccc(C)c(NC(=S)NC2CC3CCCC(C2)N3CC(C)C)c1 (stereo not drawn) | -4.1 | i | i | i | i | i | i | i | i | i | i
Fc1ccc(Oc2nc(-c3ccccn3)nc3ccccc23)cc1 | -6.8 | i | i | i | i | i | i | i | i | i | i
CC(C)CCNC(=O)CCCn1c(=O)[nH]c2ccc(Br)cc2c1=O | -5.3 | i | i | i | i | i | i | i | i | i | i
CC(C)n1c(-c2ccc(N(C)C)cc2)nc2ccccc21 | . | i | i | . | i | . | . | . | 30.5* | . | i
O=C(CCC(=O)c1cccs1)NNC(=O)c1cccc(Cl)c1 | -3.6 | i | i | i | i | i | i | i | i | i | i
c1ccc(CSc2nnc(-c3ccco3)o2)cc1 | -8.1 | i | i | i | i | i | i | i | i | i | i
CCOc1cc2c(cc1C(C)(C)C)NC(=O)CS2 | -7.9 | i | i | i | i | i | i | i | i | i | i
O=C(O/N=C\c1ccc(N2CCOCC2)c([N+](=O)[O-])c1)c1ccccc1Cl | -13.2 | i | i | i | i | i | i | i | i | i | i
CCS(=O)(=O)N1CCC(C(=O)NCCCN2CCC(Cc3ccccc3)CC2)CC1 | -6.9 | i | i | i | i | i | i | i | i | i | i
CN(C)S(=O)(=O)c1cccc(C(=O)NCCOC(=O)c2cc(F)c(F)cc2Cl)c1 | -2.5 | i | i | i | i | i | i | i | i | i | i
O=C1NC(=O)/C(=C\c2ccccc2OCc2ccccc2)S1 | -8.4 | i | i | i | i | i | i | i | i | i | i
CSCC[C@@H](CO)NC(=O)c1ccc2nc(C3CCCCC3)oc2c1 | -8.5 | i | i | i | i | i | i | i | i | i | i
O=C(CN1CCN(C(=O)N2CCOCC2)CC1)Nc1cc(Cl)ccc1Cl | -3.3 | i | i | i | i | i | i | i | i | i | i
CCn1c(=O)c2sccc2n2c(CCCC(=O)NCc3cccnc3)nnc12 | -7.3 | i | i | i | i | i | i | i | i | i | i
Cc1nc(-c2ccccc2)sc1C(=O)CSc1ccc(F)cc1 | -12.4 | i | i | i | i | i | i | i | i | i | -12.6*
COCCNc1c2c(nc3ccccc13)CCC2 | -4.9 | i | i | i | i | i | i | i | i | i | i
Cc1cccc(N=C/C(C(=O)C(F)(F)F)=C(\O)c2ccco2)c1 | -11.8 | i | i | i | i | i | i | i | i | i | i
O=C(Cn1c2ccc(F)cc2c2nc3n(c(=O)c21)CCS3)NCC1CCCO1 (stereo not drawn) | -13.0 | i | i | i | i | i | i | i | i | i | i
Fc1ccc(-c2cnc(-c3cccs3)o2)cc1 | -5.0 | i | i | i | i | i | i | i | i | i | -9.56*
Cc1ccc(-n2c(SCC(N)=O)nc3c(c2=O)C2(CCCC2)Cc2ccccc2-3)cc1 | -11.3 | 25* | i | i | i | i | i | i | i | i | i
Cc1cc(C(=O)COC(=O)CCCN2C(=O)c3ccccc3C2=O)c(C)n1C | -19.9 | i | i | i | i | i | i | i | i | i | i
CCCNC(=O)NS(=O)(=O)c1cnccc1Sc1ccc(Cl)cc1 | -7.2 | i | i | i | i | i | i | i | i | i | i
CC(Oc1ccccc1)c1nnc(N)s1 (stereo not drawn) | -21.8 | i | i | i | i | i | i | i | i | i | i
Cc1c(-n2cc(C(=O)O)c(=O)c3cc(F)c(N4CCCC4)c(F)c32)c(=O)n(-c2ccccc2)n1C | -19.7 | i | i | i | i | i | i | i | i | i | i
COc1ccc(CC(=O)NC(=S)Nc2cccc(C)c2)cc1 | -3.1 | i | i | i | i | i | i | i | i | i | i
O=C(Nc1ccc(F)cc1)C(c1ccccc1)N1CCN(S(=O)(=O)c2c(F)cccc2F)CC1 (stereo not drawn) | -7.2 | i | i | i | i | i | i | i | i | i | i
COc1ccc(OCC(=O)O/N=C(\N)Cc2cccs2)cc1 | -6.9 | i | i | i | i | i | i | i | i | i | i
COc1ccc(NC(=O)Cc2ccc(Cl)cc2)cc1NC(=O)c1ccco1 | -12.7 | i | i | i | i | i | i | i | i | i | i
Oc1ccc(-c2csc(Nc3ncccn3)n2)cc1O | -14.6 | . | i | i | . | i | i | i | . | i | i
COc1ccccc1-c1cc(C(=O)N2CCN(c3ccccc3)CC2)no1 | -6.7 | i | i | i | i | i | i | i | i | i | i
COc1ccc(N2CCN(C(C)=C3C(=O)c4ccccc4C3=O)CC2)cc1 | -2.2 | i | i | i | i | i | i | i | i | i | i
CCOC(=O)C(=CNc1ccccc1C)C(=O)OCC | -4.8 | i | i | i | i | i | i | i | i | i | i

Continuation.
Compound | hERG protect | ANO1 block | ANO1 activ | KCNQ1 act | MrgX1 allo act | KCNK9 inh | RGS4 act | RGS4 inh | MrgX1 ag | KCNQ1 block | KCNK3 block
CCCCNC(=S)NNC(=O)c1ccc(Br)o1 | -2.7 | i | i | i | i | i | i | i | i | i | i
CC(C)CCN(C(=O)CCCSc1nc2ccccc2[nH]1)c1c(N)n(Cc2ccccc2)c(=O)[nH]c1=O | -10.8 | i | i | i | i | i | i | i | i | i | i
CCOC(=O)c1ccccc1NC(=O)C1COc2ccccc2O1 (stereo not drawn) | -8.9 | i | i | i | i | i | i | i | i | i | i
COc1ccc(CCNC(=O)CN2C(=O)COc3ccc(S(=O)(=O)N4CCCC4)cc32)cc1OC | -6.5 | i | i | i | i | i | i | i | i | i | i
O=C(NCc1ccccc1)NC1(C(=O)N2CCN(c3ccccc3)CC2)CCCCC1 | 0.5 | i | i | i | i | i | i | i | i | i | i
